High-throughput results deposited in PubChem BioAssay by several laboratories.
Rpn11 inh: inhibitors of human proteasome Rpn11 | O00487 | human 26S proteasome, Ub4-pepOG fluorescence polarization; 20S core pre-blocked with epoxomicin | calls only at 20 µM | 360,000 compounds, 0.59% hits | AID 588493;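 active means inhibition at 20 µM, scaled to each plate's controls, above about 33%, limit read from the data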
SUMO1-SIM PPI: modulators of human SUMO1-mediated protein-protein interactions; SUMO1 binding to a labelled peptide, TR-FRET, 1 h; inhibition, % at 20 µM; 360,000 compounds, 0.33% hits; AID 602429; in the data active means inhibition above about 37%
PABP1 MLLE inh: inhibitors of microRNA-mediated deadenylation, human PABP1 MLLE binding. GST-MLLE / FITC-PAM2 fluorescence polarization. AID 588489. P11940. inhibition, % at 20 µM. 360,000 compounds, 0.36% hits; in the data active means inhibition above about 35%, passing the limit was not always enough;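 further: plate controls were DMSO wells with GST-MLLE for no effect and wells lacking GST-MLLE protein for full effect; some results filed as inactive read as strong as hits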
Target sequence (P11940 whole entry, looked up): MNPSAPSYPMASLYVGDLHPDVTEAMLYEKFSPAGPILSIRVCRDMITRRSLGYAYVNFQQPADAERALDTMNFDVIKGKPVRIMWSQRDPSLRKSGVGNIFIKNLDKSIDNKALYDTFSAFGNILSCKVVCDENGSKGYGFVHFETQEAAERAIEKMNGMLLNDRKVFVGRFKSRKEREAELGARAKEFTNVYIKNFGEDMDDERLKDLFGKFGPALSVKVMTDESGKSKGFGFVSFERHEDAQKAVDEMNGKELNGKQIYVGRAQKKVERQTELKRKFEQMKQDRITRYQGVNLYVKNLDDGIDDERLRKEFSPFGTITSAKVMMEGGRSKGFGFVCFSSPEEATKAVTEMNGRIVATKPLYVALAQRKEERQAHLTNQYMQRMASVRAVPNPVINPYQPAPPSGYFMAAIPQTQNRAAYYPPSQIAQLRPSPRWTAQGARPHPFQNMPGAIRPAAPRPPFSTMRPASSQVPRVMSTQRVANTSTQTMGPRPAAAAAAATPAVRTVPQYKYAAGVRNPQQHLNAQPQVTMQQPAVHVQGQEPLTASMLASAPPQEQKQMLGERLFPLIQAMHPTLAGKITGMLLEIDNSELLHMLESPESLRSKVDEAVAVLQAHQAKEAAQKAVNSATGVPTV
CSN inh: blocks human CSN-mediated cullin deneddylation; Q92905; AID 651999; inhibition, % at 12.5 µM; 360,000 compounds, 0.38% hits; Purified CSN, SCF-Nedd8-OG deneddylation, fluorescence polarization;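 active means pattern-corrected inhibition above about 35%, with an unprinted fluorescence ratio check between 0.5 and 1.5, limit read from the data, passing the limit was not always enough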;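 further: 0% = enzyme with substrate and 100% = substrate without enzyme; some results filed as inactive read as strong as hits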
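Assay system: HEK293T-derived human Csn5 enzyme; quantity: 0.24 nM enzyme; medium: Tris/NaCl/DTT buffer, pH 7.5; also added: substrate SCFSkp2-Nedd8OG, 10 nM; doses: 12.5 µM compound; schedule: 90 min reaction at room temperature; signal: FP; read-out: % inhibition of substrate cleavage by Csn5; benchmarks: substrate-only high control, full reaction low control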
Scp-1 inhibitor: inhibitors of human Scp-1 phosphatase; inhibition, % at 20 µM; Q9GZU7; 340,000 compounds, 0.88% hits; Recombinant Scp1, phosphopeptide, malachite green phosphate absorbance;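 active means inhibition above about 50% at 20 µM, limit read from the data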;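 further: plate controls were DMSO wells with enzyme for no effect and wells lacking enzyme for full effect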
Target sequence (Q9GZU7 76-261 limits assumed): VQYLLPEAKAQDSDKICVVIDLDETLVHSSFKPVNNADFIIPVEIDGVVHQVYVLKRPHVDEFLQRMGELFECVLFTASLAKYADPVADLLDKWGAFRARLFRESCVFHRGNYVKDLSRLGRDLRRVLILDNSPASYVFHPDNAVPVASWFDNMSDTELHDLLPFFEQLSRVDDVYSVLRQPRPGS
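Material – SCP-1 phosphatase catalytic domain, residues 76-261 · Buffer or medium – Acidic Tris acetate buffer with magnesium and detergent · Also added – Phospho 17-mer peptide substrate · Compound – single 20 µM dose, 1% DMSO · Times – 45 min room-temperature reaction, 5 min colour, 30 min stabiliser · Technique – Phosphate-binding colour reagent, absorbance read at 630 nm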
STEP block: STEP (human) phosphatase inhibition | P54829 | recombinant STEP, OMFP fluorogenic substrate, fluorescence | inhibition, % at 20 µM | 360,000 compounds, 0.25% hits | AID 588621;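 active means inhibition at 20 µM, scaled per plate between control wells, above about 37%, limit read from the data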;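 further: 0% = DMSO with enzyme and substrate and 100% = substrate only without enzyme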
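material = STEP tyrosine phosphatase | reagent = fluorogenic phosphatase substrate OMFP at 25 µM final | doses = single compound dose of 20 µM, 1% DMSO final | schedule = 20 min reaction, room temperature, in the dark | measured by = fluorescence, 480/540 nm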
LMPTP inh: LMPTP (human) inhibition; recombinant LMPTP-A, OMFP fluorogenic substrate, fluorescence intensity; inhibition, % at 20 µM; 360,000 compounds, 0.22% hits; AID 651560;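 active means compounds that cut the enzyme signal by at least half of the control window in the single-dose screen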;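 further: plate controls were DMSO wells with enzyme plus substrate for no effect and substrate without enzyme for full effect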
Target sequence (P24666 whole entry, looked up): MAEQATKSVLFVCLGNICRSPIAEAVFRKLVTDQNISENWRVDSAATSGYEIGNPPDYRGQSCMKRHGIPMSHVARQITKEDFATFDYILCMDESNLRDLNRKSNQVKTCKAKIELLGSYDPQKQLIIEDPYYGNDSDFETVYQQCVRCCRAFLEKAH
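test system = LMPTP-A | amount = 0.625 nM LMPTP-A final | reagent = fluorogenic phosphatase substrate OMFP at 400 µM final | incubation = 50 min at room temperature | benchmarks = no-enzyme low control, uninhibited high control | medium = Bis-Tris pH 6.0, DTT, detergent | signal = fluorescence intensity of OMFP turnover product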
NadD inh: inhibitors of Staphylococcus aureus NadD; purified NadD enzyme, colorimetric absorbance read-out; inhibition, % at 20 µM; 360,000 compounds, 0.78% hits; in the data active means inhibition above about 26%; further: some compounds past the cut are filed as inactive
Tb MetRS inh: blocks T. brucei methionyl-tRNA synthetase activity. purified T. brucei MetRS, ATP depletion, Kinase-Glo luminescence. inhibition, % at 11.9 µM. 360,000 compounds, 0.4% hits;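 active means inhibition above a per-plate cutoff of the control wells' mean inhibition plus 3 SD, cut at about 5.5% in these data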;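 further: 0% = DMSO wells median and 100% = median of wells with control inhibitor compound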
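Test system: purified T. brucei MetRS enzyme. Also added: ATP, methionine and E. coli bulk tRNA substrates. Compound: 11.9 µM single point. Schedule: 15 min enzyme-compound preincubation, 2 h reaction, 10 min detection, 25 °C. Signal: luciferase luminescence of residual ATP, Kinase-Glo. Evaluation: percent inhibition versus plate control medians. Controls: DMSO wells, low control.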
DNMT1 block: blocks human DNA methyltransferase DNMT1. DNMT1 molecular beacon, Hinp1I cleavage, fluorescence. 360,000 compounds, 0.83% hits. inhibition (reported as % activation of signal), % at 10 µM; in the data active means inhibition above about 50%
The depositor's hits bear a star; i = inactive; / = no result given; + = active, no number.

structure,Rpn11 inh,SUMO1-SIM PPI,PABP1 MLLE inh,CSN inh,Scp-1 inhibitor,STEP block,LMPTP inh,NadD inh,Tb MetRS inh,DNMT1 block
C=CC[C@@H](CC(=O)N[C@@H](CO)Cc1ccccc1)C(=O)N[C@H](COC(=O)[C@H](CC=C)CC(=O)OC(C)(C)C)Cc1c[nH]c2ccccc12,i,0,2,2,-14,0,0.7,-10,-0.4,-25
NS(=O)(=O)c1ccc2nc(NC(=O)Nc3ccc(F)cc3)sc2c1,+,2,-57,23,-5,-4,0.1,-4,1.6,-8
Cc1c(-c2nc3ccccc3[nH]2)cnn1C,i,-5,4,0,-6,-5,0.8,-2,-0.1,4
COc1ccc(C(=O)c2ccc3oc(-c4ccc(OC)cc4)c(C#CCCO)c3c2)cc1,i,12,-3,-1,-10,0,0.5,-2,-0.3,31
C[C@H](CO)N1C[C@H](C)[C@@H](CN(C)C(=O)c2cccnc2)Oc2ncc(Br)cc2C1=O,i,-6,2,-3,/,0,-2.6,0,0.1,4
Cc1noc(C)c1C(=O)N1CCC1(C)C(=O)NS(=O)(=O)c1ccccc1Cl (stereo not drawn),i,5,-8,2,/,-2,-2.7,-1,-0.2,1
COc1ccc(S(=O)(=O)N2CCN(C(=O)c3cccs3)CC2)cc1OC,i,1,8,1,-15,-4,0.5,-3,-0.9,0
CC(C)Sc1ccc([N+](=O)[O-])cc1C(=O)Nc1ccncc1,i,-30,3,-2,-7,2,-1.8,-5,0.0,1
CC(C)(C)c1ccc(OCCNC(=O)c2ncn[nH]2)cc1,i,4,1,1,-7,2,1.0,1,-0.1,6
COc1ccc(C2c3c(-c4ccccc4O)n[nH]c3C(=O)N2Cc2ccco2)cc1 (stereo not drawn),i,-1,1,-1,-14,0,2.6,6,-0.4,66*
O=C(C1CCN(S(=O)(=O)c2ccccc2)CC1)N1CCN(c2ccccc2)CC1,i,-2,7,2,12,1,1.2,-2,-0.6,0
COc1ccc(C(C)C)cc1S(=O)(=O)N1CCC(C(=O)N2CCN(C)CC2)CC1,i,1,4,5,0,4,1.8,-2,-0.3,1
O=c1c2nnn(Cc3ccccc3)c2ncn1C/C=C/c1ccccc1,i,-2,-7,5,-12,-1,1.3,0,0.4,1
CCn1c(CCCNC(=O)c2cccs2)nc2ccccc21,i,-1,-11,2,-8,0,1.4,3,0.5,5
COC(=O)C1=C(C)N(CCCC(=O)O)C(=O)NC1c1cccc(OC)c1 (stereo not drawn),i,1,-3,-4,-6,-3,-0.9,-5,-0.3,2
Cc1cccc(Nc2nnc(SCC(=O)Nc3ncc(C(F)(F)F)cc3Cl)s2)c1C,i,4,-41,-6,-8,4,0.3,8,-0.1,0
COc1ccc(/C=N/n2c(COc3ccccc3)n[nH]c2=S)cc1OC,i,-20,-36,5,-9,2,-4.3,-2,-0.1,-1
N#CCC(=O)Nc1ccc(C(=O)OCC(=O)NC(=O)NCc2ccco2)cc1,+,9,-61,36*,13,-4,5.3,9,-0.2,-10
O=C1CCn2nc(-c3ccc(Cl)cc3)cc2N1,i,3,-7,2,-5,-3,0.0,-7,0.4,1
COC(=O)c1ccc(C)c(NC(=O)c2ccc(CN3CCc4ccccc4C3)cc2)c1,i,1,4,4,-5,2,-0.9,-2,-0.6,-16

Complete entries as entered above. Order of screens: Rpn11 inh | SUMO1-SIM PPI | PABP1 MLLE inh | CSN inh | Scp-1 inhibitor | STEP block | LMPTP inh | NadD inh | Tb MetRS inh | DNMT1 block
Listed for Cc1noc(C)c1C(=O)N1CCC1(C)C(=O)NS(=O)(=O)c1ccccc1Cl (stereo not drawn) → i | 5 | -8 | 2 | / | -2 | -2.7 | -1 | -0.2 | 1
Listed for COc1ccc(C2c3c(-c4ccccc4O)n[nH]c3C(=O)N2Cc2ccco2)cc1 (stereo not drawn) → i | -1 | 1 | -1 | -14 | 0 | 2.6 | 6 | -0.4 | 66*

(list continues)
Short keys – A = Rpn11 inh; B = SUMO1-SIM PPI; C = PABP1 MLLE inh; D = CSN inh; E = Scp-1 inhibitor; F = STEP block; G = LMPTP inh; H = NadD inh; I = Tb MetRS inh; J = DNMT1 block
Oc1[nH]c2ccccc2c1OCc1ccncc1
  A: i	B: 5	C: 6	D: 2	E: -4	F: -1	G: -0.6	H: 9	I: -0.9	J: 1

COc1ccc(Cl)cc1N(CC(=O)NC1CC2CCC1C2)S(=O)(=O)c1ccccc1 (stereo not drawn)
  A: i	B: 5	C: -16	D: -4	E: -7	F: -3	G: 0.8	H: -8	I: -1.0	J: 0

COc1ccc(C(=O)N2CCN(c3ccccc3)CC2)cc1S(=O)(=O)NC1CC1
  A: i	B: 5	C: 4	D: 4	E: 1	F: 0	G: 0.1	H: 0	I: -0.4	J: 1

COc1ccc(C(=O)OCC(=O)c2cc(C)n(CC3CCCO3)c2C)cc1[N+](=O)[O-] (stereo not drawn)
  A: i	B: -32	C: 5	D: 1	E: -14	F: 0	G: 1.3	H: -4	I: -0.2	J: 3

COc1cccc2cc(C(C)N(CCCN3CCOCC3)C(=S)Nc3ccc(C)cc3)oc12 (stereo not drawn)
  A: i	B: -1	C: -95	D: -1	E: -9	F: 2	G: -2.5	H: -3	I: 0.1	J: 0

O=C(NC1CCCC1)C(c1ccncc1)N(Cc1ccccc1)C(=O)Cc1cccs1 (stereo not drawn)
  A: i	B: 0	C: 12	D: -2	E: -1	F: 2	G: 0.4	H: -5	I: -0.8	J: 1

Cc1ccc(S(=O)(=O)Nc2c(C)ccc3nsnc23)cc1
  A: i	B: -16	C: -1	D: -1	E: -2	F: 5	G: -1.5	H: -5	I: -1.7	J: -6

O=c1c2ccccc2nc2sc(Nc3ccc(F)cc3)nn12
  A: i	B: -61	C: 1	D: 21	E: 92*	F: 37	G: 3.7	H: -2	I: -0.2	J: 50

O=C(O)c1c(F)c(F)cc2ccccc12
  A: i	B: 1	C: 8	D: -1	E: 0	F: -2	G: -1.3	H: 1	I: -0.7	J: -2

N#Cc1ccc(OCC(=O)Nc2cc(S(=O)(=O)N3CCOCC3)ccc2N2CCOCC2)cc1
  A: i	B: 8	C: 9	D: -3	E: 1	F: 0	G: -0.3	H: -1	I: 1.0	J: 8

COc1ccc(N(C(=O)c2ccncc2)S(=O)(=O)c2ccccc2)cc1
  A: i	B: 3	C: 8	D: 1	E: -10	F: -1	G: -1.2	H: 0	I: -0.2	J: 1

CCCCCCc1cc2cc(-c3nnc(-c4ccccc4OC)o3)c(=O)oc2cc1O
  A: /	B: 3	C: i	D: 87	E: 7	F: -4	G: 1.9	H: 10	I: -0.6	J: 100*

Cc1cc2oc(C(=O)NCc3ccncc3)c(C)c2cc1C
  A: i	B: 3	C: 7	D: 4	E: -13	F: 2	G: 0.7	H: 1	I: -0.4	J: 1

CCn1c(COc2ccc3c(c2)CCCC3)nnc1SCC(=O)Nc1nccs1
  A: i	B: 2	C: -57	D: 2	E: -2	F: 5	G: -1.4	H: 14	I: -0.3	J: 40

Cc1ccc(SCC(=O)N(C)CC(=O)Nc2cccc(F)c2)c(C)c1
  A: i	B: 2	C: 27	D: 1	E: 9	F: 1	G: -0.9	H: -6	I: 0.5	J: 10

CC(=O)c1ccc(C(=O)N2CCCC(Nc3ccccc3)C2)s1 (stereo not drawn)
  A: i	B: -2	C: 7	D: 2	E: -5	F: -2	G: -0.4	H: -2	I: -0.2	J: 1

CC(=O)Cc1nsc(NC(=O)c2cccs2)n1
  A: i	B: 12	C: 4	D: 2	E: -6	F: -1	G: -2.6	H: -3	I: 0.0	J: -5

CN1CCN(NC(=O)/C=C/c2cccc([N+](=O)[O-])c2)CC1
  A: i	B: -28	C: 9	D: -1	E: -3	F: -2	G: -2.6	H: -11	I: -0.5	J: 1

An excerpt from above in order of molar mass, lowest first.
Short keys – A = Rpn11 inh; B = SUMO1-SIM PPI; C = PABP1 MLLE inh; D = CSN inh; E = Scp-1 inhibitor; F = STEP block; G = LMPTP inh; H = NadD inh; I = Tb MetRS inh; J = DNMT1 block
COc1ccc(N(C(=O)c2ccncc2)S(=O)(=O)c2ccccc2)cc1
  A: i	B: 3	C: 8	D: 1	E: -10	F: -1	G: -1.2	H: 0	I: -0.2	J: 1

COc1ccc(C(=O)OCC(=O)c2cc(C)n(CC3CCCO3)c2C)cc1[N+](=O)[O-] (stereo not drawn)
  A: i	B: -32	C: 5	D: 1	E: -14	F: 0	G: 1.3	H: -4	I: -0.2	J: 3

CCCCCCc1cc2cc(-c3nnc(-c4ccccc4OC)o3)c(=O)oc2cc1O
  A: /	B: 3	C: i	D: 87	E: 7	F: -4	G: 1.9	H: 10	I: -0.6	J: 100*

COc1cccc2cc(C(C)N(CCCN3CCOCC3)C(=S)Nc3ccc(C)cc3)oc12 (stereo not drawn)
  A: i	B: -1	C: -95	D: -1	E: -9	F: 2	G: -2.5	H: -3	I: 0.1	J: 0

Limited to SUMO1-SIM PPI, Rpn11 inh and NadD inh (7 entries from above):
structure | SUMO1-SIM PPI | Rpn11 inh | NadD inh
N#Cc1ccc(OCC(=O)Nc2cc(S(=O)(=O)N3CCOCC3)ccc2N2CCOCC2)cc1 | 8 | i | -1
CCn1c(COc2ccc3c(c2)CCCC3)nnc1SCC(=O)Nc1nccs1 | 2 | i | 14
COc1ccc(N(C(=O)c2ccncc2)S(=O)(=O)c2ccccc2)cc1 | 3 | i | 0
COc1ccc(Cl)cc1N(CC(=O)NC1CC2CCC1C2)S(=O)(=O)c1ccccc1 (stereo not drawn) | 5 | i | -8
Cc1ccc(SCC(=O)N(C)CC(=O)Nc2cccc(F)c2)c(C)c1 | 2 | i | -6
O=C(NC1CCCC1)C(c1ccncc1)N(Cc1ccccc1)C(=O)Cc1cccs1 (stereo not drawn) | 0 | i | -5
CCCCCCc1cc2cc(-c3nnc(-c4ccccc4OC)o3)c(=O)oc2cc1O | 3 | / | 10

This is a random part of the collection. Share with any hit: about 3.6%.
